# Screening results from PubChem.
# GSK3 alpha inh = blockers of GSK3A enzyme activity – biochemical, luminescence, cell-free homogeneous, HTS, primary screen; Glycogen synthase kinase-3 alpha (Homo sapiens), P49840; GSK-3 alpha kinase, ADP-Glo luminescence, 60 min; inhibition, % at 10 µM; 320,000 compounds, 0.1% hits; AID 2650, 2010;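 in the data active means inhibition above about 50%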;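 further: GST-tagged GSK-3 alpha with peptide substrate and 25 µM ATP; 0% = DMSO neutral wells and 100% = GW8510 positive control wells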
# Target sequence (P49840 whole entry, looked up): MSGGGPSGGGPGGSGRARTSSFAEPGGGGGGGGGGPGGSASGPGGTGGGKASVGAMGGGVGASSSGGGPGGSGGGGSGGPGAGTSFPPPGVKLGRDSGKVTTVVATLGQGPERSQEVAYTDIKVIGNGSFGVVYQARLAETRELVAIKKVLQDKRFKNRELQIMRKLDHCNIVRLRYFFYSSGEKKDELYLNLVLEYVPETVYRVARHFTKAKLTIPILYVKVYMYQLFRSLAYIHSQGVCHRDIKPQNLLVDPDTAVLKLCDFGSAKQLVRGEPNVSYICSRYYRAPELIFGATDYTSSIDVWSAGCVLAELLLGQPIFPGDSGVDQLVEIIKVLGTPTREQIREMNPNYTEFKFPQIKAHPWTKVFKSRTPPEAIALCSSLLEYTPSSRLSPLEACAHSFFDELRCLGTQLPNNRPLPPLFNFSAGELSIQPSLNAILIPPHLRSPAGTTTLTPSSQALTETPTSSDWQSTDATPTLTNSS
# HSP90 refold inh = HSP90 inhibitors, primary screen, cell lysate, luminescence. Rabbit reticulocyte lysate, luciferase refolding luminescence, 3 h. Heat shock protein HSP 90 (rabbit reticulocyte lysate; luciferase refolding). 290,000 compounds, 0.91% hits. inhibition, % at 5.6 µM. AID 1789, 2009;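 active means inhibition above the screen-wide mean plus 3 SD, computed separately per campaign, cut at about 16% in these data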;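 further: 0% = DMSO wells and 100% = 60 µM geldanamycin wells; inhibitors lower the luminescence because luciferase stays unfolded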
# Dyrk1A ADPGlo = rat Dyrk1A kinase inhibitors, primary screen, biochemical, single point, plate reader. ADP-Glo luminescence, NFATc1 peptide. AID 504441, 2011. 310,000 compounds, 0.43% hits. inhibition, % at 12.5 µM. Dual specificity tyrosine-phosphorylation-regulated kinase 1A (Rattus norvegicus), Q63470; in the data active means inhibition above about 50%;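 further: plate controls were vehicle with enzyme for no effect and no enzyme for full effect; many of its hits are not listed in these tables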
# HSF1 inhib = HSF1 inhibitors in luciferase reporter cells, primary screen, cell-based, NIH3T3, luminescence; NIH3T3-HGL HSE-luciferase, MG132-induced, luminescence 8 h; active compounds read low; activity change, negative = inhibition, % at 7.5 µM (by protocol); 300,000 compounds, 0.77% hits;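 active means more than half of replicate wells show activity change below -50%, luminescence cut by over half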;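 further: luciferase reports HSF-1 transcriptional activity via heat shock element; 0% = median of DMSO wells and -100% = zero luminescence signal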
# GSK3beta inhib = human GSK3beta kinase inhibitors, primary screen, biochemical, cell-free homogeneous, HTS | GST-GSK3beta kinase, ADP-Glo luminescence, 60 min; active compounds read low | 300,000 compounds, 0.038% hits | Glycogen synthase kinase-3 beta (Homo sapiens), P49841 | AID 2097, 2009 | activity score (negative = inhibition), % at 10 µM;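 active means more than half of replicate wells score below -50%, meaning over 50% inhibition versus plate controls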;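 further: 0% = median DMSO wells and -100% = median GW8510 positive control wells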
# Target sequence (P49841 whole entry, looked up): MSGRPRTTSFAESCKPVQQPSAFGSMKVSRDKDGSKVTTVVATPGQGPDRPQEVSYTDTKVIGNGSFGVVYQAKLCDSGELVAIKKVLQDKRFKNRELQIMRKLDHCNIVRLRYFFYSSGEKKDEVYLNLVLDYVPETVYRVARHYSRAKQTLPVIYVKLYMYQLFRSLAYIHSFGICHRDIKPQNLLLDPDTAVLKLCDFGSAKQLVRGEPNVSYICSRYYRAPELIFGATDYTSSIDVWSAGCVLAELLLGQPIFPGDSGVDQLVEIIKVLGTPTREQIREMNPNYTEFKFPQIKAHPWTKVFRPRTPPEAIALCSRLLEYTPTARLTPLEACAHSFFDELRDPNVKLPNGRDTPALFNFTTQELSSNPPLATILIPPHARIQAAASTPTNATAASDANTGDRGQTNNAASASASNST
#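 Test system – GST-tagged human GSK3beta kinase, cell-free · Incubation – 60 min enzyme reaction, room temperature · Signal – ADP-Glo luminescence · Also added – peptide substrate and ATP at 25 µM · Controls – DMSO neutral wells and GW8510 at 20 µM as positive · Buffer or medium – Tris/MgCl2 kinase buffer · Measure – Luminescence-derived activity versus plate DMSO and GW8510 wells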
# aSyn 5UTR inh = MLPCN primary screen, SNCA 5' untranslated region; alpha-synuclein 5'UTR reporter, inhibitor activity; inhibition, % (tested at 7.5 µM); 300,000 compounds, 0.82% hits; in the data active means inhibition above about 60%;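 further: H4 neuroglioblastoma cells stably carrying SNCA 5'UTR luciferase fusion; 0% = DMSO wells and 100% = positive control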
# KLF5 inh = KLF5 expression inhibitors, primary screen, DLD-1 cells, luminescence. DLD-1 KLF5 promoter-luciferase reporter. inhibition, % at 5 µM. 290,000 compounds, 0.23% hits. AID 1700, 2009;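 active means inhibition above a per-plate limit of that plate's mean compound inhibition plus 3 SD, cut at about 60% in these data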;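 further: 0% = DMSO wells and 100% = LY294002 at 200 µM; higher means less KLF5 promoter-driven luciferase light; inactives centre near -14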
# IEC-6 cytotox = cytotoxicity in IEC-6 intestinal epithelial cells, primary screen, cytotoxicity control for KLF5 inhibitor project, cell-based, luminescence; IEC-6 cytotoxicity, luminescence viability; inhibition, % at 5 µM; 290,000 compounds, 0.78% hits; AID 1825, 2009; in the data active means inhibition above about 22%;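 further: 0% = plate median of test compound wells and 100% = cytotoxic reference compound wells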
# HSF1 activator = HSF-1 activators, primary screen, NIH3T3-HGL cells, MG132 stress, luminescence, single point; NIH3T3-HGL HSF-1 luciferase reporter, 8 h; 100% = twice DMSO control signal; activation, % at 9 µM; AID 504408, 2011; 300,000 compounds, 1.7% hits;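 active means mean replicate activation of at least 50% with a set share of replicates each reaching 50%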;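 further: 0% = median of the neutral control wells and 100% = twice that signal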
# Platelet DG rel = inhibitors of platelet dense granule secretion, primary screen, cell-based, MLPCN, human platelets | human platelet-rich plasma, SFLLRN dense granule ATP release, luminescence | inhibition, %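 (compounds screened at 7.5 µM in platelet-rich plasma)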 | 300,000 compounds, 0.22% hits;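 active means mean replicate score, as percent of positive control, at or above 50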
# Active calls of the source: *; x = no result given. A portion of the library; count on the stated rates, not on these rows.
# Start of the data: the first 5 entries as a preview:
SMILES,GSK3 alpha inh,HSP90 refold inh,Dyrk1A ADPGlo,HSF1 inhib,GSK3beta inhib,aSyn 5UTR inh,KLF5 inh,IEC-6 cytotox,HSF1 activator,Platelet DG rel
C=CCNC(=S)NNC(=O)c1ccc(=O)n(Cc2ccccc2)c1,2,-2,3,8,5,10,12,0,-12,-3
Cc1cccc(C(=O)NCC(=O)OCC(=O)N2CCc3ccccc32)c1,1,2,-1,-2,2,-15,-13,5,11,-9
Cc1onc(-c2c(F)cccc2Cl)c1C(=O)OCc1cnc(Cl)s1,-3,3,1,3,1,10,7,1,10,-11
Cc1cc(NC(=O)COC(=O)c2ccc(S(=O)(=O)N3CCCC3)cc2)no1,-2,3,-4,1,-3,7,-18,-1,-1,-6
CC(C)Cn1c2c(c(=O)[nH]c1=O)C(C(F)(F)F)(C(F)(F)F)N=C(CCC1CCCCC1)N2,5,2,-3,-7,-1,13,10,-6,-6,-9

# Main list, from the start:
SMILES,GSK3 alpha inh,HSP90 refold inh,Dyrk1A ADPGlo,HSF1 inhib,GSK3beta inhib,aSyn 5UTR inh,KLF5 inh,IEC-6 cytotox,HSF1 activator,Platelet DG rel
C=CCNC(=S)NNC(=O)c1ccc(=O)n(Cc2ccccc2)c1,2,-2,3,8,5,10,12,0,-12,-3
Cc1cccc(C(=O)NCC(=O)OCC(=O)N2CCc3ccccc32)c1,1,2,-1,-2,2,-15,-13,5,11,-9
Cc1onc(-c2c(F)cccc2Cl)c1C(=O)OCc1cnc(Cl)s1,-3,3,1,3,1,10,7,1,10,-11
Cc1cc(NC(=O)COC(=O)c2ccc(S(=O)(=O)N3CCCC3)cc2)no1,-2,3,-4,1,-3,7,-18,-1,-1,-6
CC(C)Cn1c2c(c(=O)[nH]c1=O)C(C(F)(F)F)(C(F)(F)F)N=C(CCC1CCCCC1)N2,5,2,-3,-7,-1,13,10,-6,-6,-9
CC(C(=O)NC1C=CS(=O)(=O)C1)N1C(=O)/C(=C/c2cccc(Cl)c2)SC1=S (stereo unspecified),0,2,-4,13,2,-1,-31,0,29,3
CCOc1ccc(-c2csc(NC(=O)c3ccco3)n2)cc1,0,-2,x,14,1,-126,-38,-3,38,4
NS(=O)(=O)c1ccc(CNC(=O)Cc2ccccc2[N+](=O)[O-])cc1,0,4,x,-4,3,13,-14,0,-11,2
NC(=O)c1nnn(-c2ccccc2)c1N,1,3,4,-7,2,-11,7,2,7,2
N#Cc1nc(Cc2ccccc2)oc1NCCc1ccccc1,-2,-1,5,28,-4,-147,-15,3,44,11

# 2 of the compounds above, with values under each structure:
# Each structure is followed by: GSK3 alpha inh	HSP90 refold inh	Dyrk1A ADPGlo	HSF1 inhib	GSK3beta inhib	aSyn 5UTR inh	KLF5 inh	IEC-6 cytotox	HSF1 activator	Platelet DG rel
N#Cc1nc(Cc2ccccc2)oc1NCCc1ccccc1
 : -2	-1	5	28	-4	-147	-15	3	44	11
NS(=O)(=O)c1ccc(CNC(=O)Cc2ccccc2[N+](=O)[O-])cc1
 : 0	4	x	-4	3	13	-14	0	-11	2

# New compounds follow:
SMILES,GSK3 alpha inh,HSP90 refold inh,Dyrk1A ADPGlo,HSF1 inhib,GSK3beta inhib,aSyn 5UTR inh,KLF5 inh,IEC-6 cytotox,HSF1 activator,Platelet DG rel
OCCOc1nnnn1-c1ccccc1,2,-1,5,0,1,10,-19,-1,5,-2
COc1ccc(N2CCN(C(=O)c3ccccc3Br)CC2)c([N+](=O)[O-])c1,0,-1,11,-2,2,3,2,1,-9,5
COc1ccccc1-c1c(C)nn2c(N3CCC(C)CC3)cc(C)nc12,-1,4,3,-2,1,27,-42,2,-15,1
Fc1ccc(/C=N/c2c(-c3ccc(F)cc3)nc3n2CCS3)cc1,x,2,6,-1,7,-8,-8,-1,2,8
C[C@@H]1C=CC(=O)O[C@@H]1c1ccc(Cl)cc1,-6,-3,x,18,4,-194,16,7,30,-5
CCCCn1c(=O)[nH]c(=O)c2c1nc(-c1ccc(OCC)cc1)n2CC,-2,3,-4,1,5,26,-14,0,19,-1
Cc1ccc(CNS(=O)(=O)c2ccc(C(F)(F)F)cc2)n1C,-4,-5,x,0,1,-14,-10,-10,7,-2
CCOC(=O)C1CCN(c2c(N3CCN(c4ccccc4OC)CC3)c(=O)c2=O)CC1,x,-6,-1,x,x,x,-5,-5,x,x
CCCOc1cc2c(C#N)c(N3CCCC3)nc(N)c2c(N)n1,-1,x,-1,-4,-3,-9,x,x,5,-1
COc1ccc(-c2cc(C(=O)Nc3ccccc3SC)no2)cc1,-8,4,-4,3,1,-40,-21,-3,28,-5
CCOC(=O)c1c(C(F)(F)F)cc(-c2ccc(F)cc2)nc1C,1,-1,-5,6,0,-60,8,3,-21,-2
CN(CCc1cn[nH]c1)C(=O)C1CCC(=O)N(CC2CCCCC2)C1 (stereo unspecified),x,2,0,0,1,10,-8,-2,-3,2
FC(F)(F)c1cc(-c2ccc(Cl)cc2)nc2ncnn12,-20,-2,-1,2,-3,15,2,2,5,1
Cc1cc(C)c(NC(=O)CSc2nnc(CNC(=O)c3ccccc3F)o2)c(C)c1,0,-3,3,-1,x,5,-8,2,-4,-6
CCNC(=O)NS(=O)(=O)c1cnccc1Nc1cccc(Cl)c1,-1,-1,-7,-5,0,26,-42,8,-7,14
CC1(C)CC(=O)C2=C(C1)Nc1ccccc1NC2c1ccc2c(c1)OCO2 (stereo unspecified),-3,-1,-5,1,-6,-5,-24,-1,8,4
CCOc1ccc(NC(=O)NN2C(C)CCCC2C)cc1 (stereo unspecified),-1,5,-3,3,0,-2,3,5,-3,5
O=C(Nc1ccccc1C(=O)N1CCCCC1)c1cccc(S(=O)(=O)N2CCOCC2)c1,-2,-1,5,-11,-3,-3,-19,-1,-2,-7
Cc1ccc(NC(=O)CSc2nccn(-c3ccc4c(c3)OCCO4)c2=O)cc1,2,x,13,-2,-2,-10,x,x,-1,-6
Cc1ccc(NS(=O)(=O)c2ccc(N/N=C/c3ccccc3OCC(=O)O)c([N+](=O)[O-])c2)c(C)c1,-2,0,-1,9,0,9,9,0,19,7
CC(C)C[C@H](NC(=O)OC(C)(C)C)C(=O)N1CCC(C(=O)N[C@@H](Cc2c[nH]c3ccccc23)C(=O)O)CC1,-3,-3,-5,-4,5,1,-27,-1,-20,-3
C1=CCC(CN2CCNCC2)CC1 (stereo unspecified),-1,3,5,-2,-1,10,-4,-2,5,-6
CCn1c(=O)cc(OCC(=O)NCc2ccc(C)o2)c2ccccc21,0,0,5,9,2,25,-9,23*,10,4
CCN=C(Nc1ccc2c(c1)OCO2)SC1CC(=O)N(c2ccc(OC)cc2)C1=O (stereo unspecified),-3,2,-4,11,-3,18,-14,-2,9,3
CS(=O)(=O)c1nc(-c2ccccc2)c(-c2ccccc2)[nH]1,-3,1,0,3,0,12,16,-1,-7,7
COc1ccc(NC2c3ccccc3C(=O)N2c2cccnc2)cc1Cl (stereo unspecified),-2,5,-2,2,-3,-7,17,4,15,-6
CCOc1ccc(Br)cc1S(=O)(=O)Nc1cccc(S(=O)(=O)NC2=NCCC2)c1,3,0,-16,0,-3,-27,-16,2,-20,0
CCN(CC)S(=O)(=O)c1ccc(C)c(NC(=S)N2CCN(Cc3ccc4c(c3)OCO4)CC2)c1,0,1,-3,4,-2,-6,-37,3,-1,-4
CC1CCN(CCCOc2ccc(Br)cc2Cl)CC1,1,-6,-2,-13,-1,-49,-14,-1,-11,-9
O=C(NCc1cccnc1)C1CC2c3ccccc3C1c1ccccc12 (stereo unspecified),0,-1,7,1,3,3,12,-2,2,3
CCOc1ccc(-c2c(=O)n(OCc3ccc([N+](=O)[O-])cc3)c3ccccc3[n+]2[O-])cc1,-1,3,x,13,1,-178,-1,-4,16,8
O=C(c1cccc(Cl)c1)N(Cc1ccco1)C1CCS(=O)(=O)C1 (stereo unspecified),-2,0,-1,-5,-2,22,-4,1,-10,-4
Cc1c(NC(=O)OC(C)C)sc(=S)n1C,0,-8,-9,3,1,1,-12,-2,12,-4
O=C(Nc1ccccc1C(=O)NCCCN1CCOCC1)c1ccc(F)cc1F,-2,-3,3,1,-1,7,-37,-3,-1,-7
CCOc1ccc(Cc2nnc(N)s2)cc1OCC,-4,1,6,-7,-1,4,6,6,8,17
COc1ccc(S(=O)(=O)N2CCNCC2)cc1,0,2,-3,1,x,0,-9,6,-18,13
Cc1cccc(OCc2n[nH]c(=S)n2Cc2ccccc2)c1,-1,2,4,4,-1,-1,-3,8,15,-5
Cc1nn(CC(=O)NCCc2ccc(Cl)cc2)c(=O)c2cccn12,1,-5,-7,2,-2,-11,-33,4,5,7
Cc1noc(C)c1C(=O)NCCc1ccc(Cl)cc1,0,-2,-6,3,0,1,-20,3,6,16
O=C1C2C3C=CC(C3)C2C(=O)N1Nc1ccc([N+](=O)[O-])cc1[N+](=O)[O-] (stereo unspecified),4,-1,6,0,-4,14,-13,-2,10,12
CCN1CCN(C(C)C(=O)NC2CCCCC2)CC1 (stereo unspecified),-5,0,-7,-10,0,2,-5,1,-12,0
CNC(=S)NNC(=O)c1cccc(N(C)C)c1,-2,2,18,-1,1,13,-7,5,0,2
CC(C)C1N(C(N)=S)N=CC1(C)C (stereo unspecified),0,0,4,-4,0,-16,-12,-4,-4,-9
Cc1ccc(S(=O)(=O)N2CCC(=O)N(CCOC(=O)NCc3ccccc3)CC2)cc1,12,2,x,x,x,x,-23,-4,x,x
COc1ccc(NC(=O)c2nc3nc(C)cc(C(F)F)n3n2)cc1OC,1,4,-2,0,1,2,-4,6,-4,68*
O=C1OC(N2CCN(c3ccccn3)CC2)c2ccccc21 (stereo unspecified),1,-1,1,-2,0,-8,-26,-5,-1,x
CCn1c(-c2ccc(F)cc2)cnc1SCC(=O)N1CCc2ccccc21,-1,-3,x,41,1,-85,-40,-6,70*,3
CC(Oc1ccc(Br)cc1)C(=O)NCC(c1cccs1)N1CCOCC1 (stereo unspecified),-1,x,-3,4,2,-3,x,x,-2,5
